D2 agonist: D2 dopamine receptor (human) agonism. HEK293 T-REx D2 cells, calcium flux agonist mode. AID 485358. activation, % at 2 µM. P14416. actives 0.53% (n = 340,000);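 active = activation over 3 SD above normal in the single-dose calcium agonist read, cut at about 30% in these data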; also: 0% is about no effect
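Agonism scored from kinetic calcium signal (1 read/sec, 180 s) following compound pin transfer, after a 10 s baseline. Cells: HEK293 Trex line expressing inducible D2 receptor coupled to calcium, dye-loaded after overnight culture at 30 C.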
D1 antagonist: blocks dopamine activation of the human D1 receptor; actives 3.2% (n = 360,000); HEK293 TREx D1 cells, calcium flux, dopamine EC80; hits give low values; activity change, negative = inhibition, % at 10 µM; P21728; in the data active = activity change below about -30%; also: % is scaled to controls: 0 for no effect and ±100 for the full control effect
Target sequence (P21728 whole entry, looked up): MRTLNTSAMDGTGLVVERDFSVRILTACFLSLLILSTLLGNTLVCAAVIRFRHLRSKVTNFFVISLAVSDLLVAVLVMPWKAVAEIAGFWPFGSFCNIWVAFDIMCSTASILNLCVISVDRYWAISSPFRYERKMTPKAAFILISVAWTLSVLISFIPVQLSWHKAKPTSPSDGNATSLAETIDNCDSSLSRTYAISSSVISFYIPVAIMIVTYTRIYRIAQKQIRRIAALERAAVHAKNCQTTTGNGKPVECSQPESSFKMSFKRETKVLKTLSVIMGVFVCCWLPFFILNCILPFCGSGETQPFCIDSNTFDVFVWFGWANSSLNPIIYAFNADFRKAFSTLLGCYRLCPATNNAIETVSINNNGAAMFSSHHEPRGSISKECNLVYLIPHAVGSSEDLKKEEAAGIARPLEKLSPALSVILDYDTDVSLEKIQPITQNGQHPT
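Calcium flux readout: force-coupled, inducible Hek293 Trex D1 line, cells induced overnight at 30 C with tetracycline, dye-loaded 30–90 min at RT. Antagonism scored against EC80 dopamine challenge given 180 s after compound.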
TRHR enhancer: allosteric enhancers of human TRH receptor; TRHR cells, fluo-8 calcium fluorescence, EC20 TRH enhancement; AID 493056; enhancement, % at 2 µM; actives 0.66% (n = 360,000); in the data active = enhancement above about 30%; also: 0% is about no effect
Target sequence (P34981 whole entry, looked up): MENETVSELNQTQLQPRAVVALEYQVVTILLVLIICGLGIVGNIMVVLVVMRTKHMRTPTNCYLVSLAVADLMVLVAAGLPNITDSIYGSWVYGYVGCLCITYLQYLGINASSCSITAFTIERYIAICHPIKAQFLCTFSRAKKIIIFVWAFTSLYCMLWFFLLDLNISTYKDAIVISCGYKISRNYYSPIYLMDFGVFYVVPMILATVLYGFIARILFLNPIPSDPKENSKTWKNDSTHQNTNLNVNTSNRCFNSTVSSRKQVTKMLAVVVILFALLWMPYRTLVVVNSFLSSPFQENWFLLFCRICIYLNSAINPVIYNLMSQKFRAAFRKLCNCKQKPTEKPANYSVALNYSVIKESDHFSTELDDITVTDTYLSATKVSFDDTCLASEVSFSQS
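TRHR-expressing cells loaded with fluo-8 calcium dye were read kinetically (ex 480/em 530) during compound addition, then stimulated with an EC20 of TRH (10 nM final). Enhancement of the Gq-mediated intracellular calcium response was scored.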
D1 agonist: activates the human D1 dopamine receptor | P21728 | HEK293 T-REx D1 cells, calcium flux, agonist mode | activation, % at 2 µM | actives 1% (n = 360,000); in the data active = activation above about 30%; also: 0% is about no effect
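Inducible HEK293 T-REx D1 cells, force-coupled to calcium signalling, were plated at 4000 cells/well with tetracycline and held overnight at 30 C. After no-wash calcium dye loading, compound-evoked calcium rise over 180 s flagged agonists.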
D1 potentiator: potentiators of human D1 dopamine receptor; actives 0.036% (n = 360,000); AID 504651; potentiation, % at 10 µM; HEK293 TREx D1 cells, calcium flux, dopamine EC20 potentiation; in the data active = potentiation above about 30%; also: 0% is about no effect
D2 PAM: positive allosteric modulators of human D2 dopamine receptor; P14416; HEK293 T-REx D2, calcium flux, EC20 dopamine potentiation; potentiation, % at 10 µM; actives 0.34% (n = 340,000); AID 485347;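 active = potentiation over 3 SD above the plate norm, cut at about 30% in these data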; also: 0% is about no effect
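Tetracycline-induced Hek293 Trex D2 cells, force-coupled to calcium, loaded with no-wash calcium dye. Compound added with 180 s kinetic read for agonism, then EC20 dopamine and a further 180 s read for potentiation.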
D2 antag: D2 dopamine receptor (human) antagonism. P14416. HEK293 TREx D2 cells, calcium flux, dopamine EC80. inhibition, % at 10 µM. actives 2% (n = 340,000). AID 485344; in the data active = inhibition above about 30%; also: 0% is about no effect
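Measurement of antagonist activity uses fluorescent calcium dye in inducible HEK293 T-REx D2 cells: 10 s baseline, compound addition with 180 s read, EC80 dopamine addition with a further 180 s read.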
RXFP1 ag: activates the human relaxin receptor RXFP1 | Q9HBX9 | HEK293T-RXFP1 cAMP TR-FRET, 30 min; response scale: percent of porcine relaxin response, buffer zero | Potency, µM (highest dose often 57.5 µM), without a hit: top-dose activation, actives largely listed as activators | actives 0.3% (n = 370,000); active = well fitted activation curve with a large enough effect; inconclusive = small, poorly fitted or top-dose-only effect; also: potency is read from the fitted curve at half-maximal effect; % is scaled to controls: 0 for no effect and ±100 for the full control effect; nearly all actives have a fitted effect of over 60% in size; many of its hits are not listed in these tables
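HEK293T cells stably expressing RXFP1 were pretreated with the PDE4 inhibitor Ro 20174, exposed to compounds for 30 min at 37C, lysed, and cAMP was read by TR-FRET. Data normalized to buffer (basal) and 29 nM porcine relaxin (100%).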
RXFP1 antag: RXFP1 (human) relaxin receptor antagonism; Q9HBX9; HEK293-RXFP1, relaxin-stimulated cAMP HTRF, 30 min; hits give low values; activity change, negative = inhibition, % at 57.5 µM; actives 0.59% (n = 350,000); AID 1259400;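 active = activity change of -60% or lower, but not beyond a set lower limit; inconclusive = change between -60% and -40%, or beyond the set limit; inactive = change above -40%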; also: % is scaled to controls: 0 for no effect and ±100 for the full control effect
* = called active by the depositor; ? = inconclusive; . = not tested or not shown; & = joins results of further samples.

SMILES	D2 agonist	D1 antagonist	TRHR enhancer	D1 agonist	D1 potentiator	D2 PAM	D2 antag	RXFP1 ag	RXFP1 antag
O=C(CCC1CCCCC1)Nc1cc(C(F)(F)F)ccc1N1CCOCC1	1.1	40	3	6	1	-3	15	0.2%	?
CCOc1ccc(NC(=O)CN2C(=O)c3ccccc3C2=O)cc1	-1.0	-24	-3	1	-3	0	0	1.2%	3
COc1ccc(C(=O)O)cc1S(=O)(=O)N(CCc1ccccc1)Cc1ccccc1	-0.3	-22	-6	3	-3	9	-1	3.1%	10
CCOC(=O)C1CCN(c2c(-c3ccccc3)c3cc(Cl)ccc3[nH]c2=O)CC1	.	16	-4	6	-6	.	.	3.2%	-4
O=C(c1cccnc1)N1CCN(S(=O)(=O)c2cccs2)CC1	0.1	7	1	1	-9	9	-1	-0.7%	13
Cc1ccccc1OCC(=O)Nc1ccc2c(c1)Cc1ccccc1-2	-0.2	-24	5	6	-2	11	8	-1.2%	-13
CC(C)(c1ccccc1)c1ccc(OCCCN2CCNCC2)cc1	.	6	1	59*	-4	8	.	1.7%	-37
N#Cc1nc(N2CCCC2)nc(N2CCCC2)n1	0.6	-11	3	4	-4	10	-9	1.2%	-5
CCCCNS(=O)(=O)c1ccc2c(c1)oc(=O)n2CC(=O)OCC	0.9	-17	3	6	-5	11	-18	2.0%	.
CSc1nc(-c2ccco2)nn1C(=O)c1ccco1	0.2	5	21	2	-1	-9	6	2.2%	.
CN=C1c2cc3cc(OC)ccc3n2CCN1C	1.1	6	6	-2	-5	-8	-16	4.2%	3
O=[N+]([O-])c1ccc(N2CCN(CCO)CC2)cc1Sc1ccccn1	-0.3	-21	-2	1	-1	2	13	3.8%	-13
O=C1NC(=S)S/C1=C/c1ccc(Oc2cnccn2)cc1	1.8	-22	0	5	-9	-4	-1	-0.6%	-24
COC(=O)N(C)c1nc2ccccc2s1	-0.2	8	5	0	-1	-7	0	0.2%	-16
O=C1C=C(O)C(n2cncn2)C(c2ccc3c(c2)OCO3)C1 (stereo not drawn)	0.1	12	-5	2	3	1	-1	-0.2%	4
COc1ccccc1CNC(=O)C(NS(=O)(=O)c1cccs1)C(C)C (stereo not drawn)	-0.4	1	-10	-2	0	11	.	2.4%	.
CCC(CO)Oc1cc(NCc2ccccc2Cl)c2ncn(C(C)C)c2c1 (stereo not drawn)	-0.1	.	1	0	-2	-7	4	3.6%	.
COc1ccc(N2C(=O)CC(Cc3ccc(Br)cc3)C2=O)cc1 (stereo not drawn)	0.4	-24	-4	5	-1	4	-9	1.7%	-4
Cc1ccc(C(=O)c2c(N)c(C(=O)Nc3cccc(C(F)(F)F)c3)c3ccccn23)cc1	-1.1	-9	8	7	-2	9	.	1.3%	-3
Cc1ccc(C(=O)Nc2sc3c(c2C(=O)O)CCCC3)o1	.	9	-1	2	6	.	.	6.8%	-9
CC(=O)c1ccc(S(=O)(=O)N(C)CCCC(=O)N(C)Cc2c(F)cccc2Cl)cc1	-0.9	-18	-15	2	-8	-10	3	0.1%	-5
CCC1C/C(=C\c2cccnc2)C(=O)/C(=C/c2cccnc2)C1 (stereo not drawn)	2.2	2	3	2	5	6	-3	0.4%	-2
COc1ccc(-n2c(=S)[nH]c3cc(C(=O)NCc4cccnc4)ccc3c2=O)c(OC)c1	-0.1	6	0	1	-3	-3	2	3.0%	-71*
C=CCn1c(CNS(=O)(=O)c2ccc(Br)cc2)n[nH]c1=S	0.1	-3	-1	2	1	14	-1	-0.1%	-9
CCOc1ccc(OCC(=O)NCCS(=O)(=O)N2CCN(c3ccccc3F)CC2)cc1	-1.5	-27	-3	1	-2	9	.	2.0%	-14

2 entries drawn at random from the list so far:
SMILES	D2 agonist	D1 antagonist	TRHR enhancer	D1 agonist	D1 potentiator	D2 PAM	D2 antag	RXFP1 ag	RXFP1 antag
O=C(c1cccnc1)N1CCN(S(=O)(=O)c2cccs2)CC1	0.1	7	1	1	-9	9	-1	-0.7%	13
Cc1ccc(C(=O)Nc2sc3c(c2C(=O)O)CCCC3)o1	.	9	-1	2	6	.	.	6.8%	-9

Back to the main list, starting two compounds before the break.
SMILES	D2 agonist	D1 antagonist	TRHR enhancer	D1 agonist	D1 potentiator	D2 PAM	D2 antag	RXFP1 ag	RXFP1 antag
C=CCn1c(CNS(=O)(=O)c2ccc(Br)cc2)n[nH]c1=S	0.1	-3	-1	2	1	14	-1	-0.1%	-9
CCOc1ccc(OCC(=O)NCCS(=O)(=O)N2CCN(c3ccccc3F)CC2)cc1	-1.5	-27	-3	1	-2	9	.	2.0%	-14
O=C(Nc1ccccc1C(=O)NC(Cc1ccc(O)cc1)C(=O)O)c1ccccc1 (stereo not drawn)	-0.2	-5	-1	0	-1	6	27	0.5%	0
O=C(CSc1nc2nn(-c3ccccc3)c(=O)c-2c2n1CCCCC2)Nc1ccccc1[N+](=O)[O-]	-0.8	7	-11	0	-5	6	-1	0.2%	-18
CC(=O)NCc1ccc(S(=O)(=O)NC(C)CCc2ccccc2)cc1 (stereo not drawn)	0.3	-2	-4	6	.	-1	-6	1.6%	8
Cc1ccc(Oc2cc(N3CCOCC3)nc(-c3ccccc3)n2)cc1	0.1	2	3	6	2	-1	-2	0.1%	-1
O=C(O)CC(C(=O)N(c1ccccc1)c1ccccc1)N1CCOCC1 (stereo not drawn)	1.5	-11	10	1	-4	4	-6	2.4%	-11
O=C(Nc1cccc(Cl)c1)N1N=CCC1c1ccccc1 (stereo not drawn)	.	11	27	7	2	.	.	-2.5%	5
O=C(NCCn1cc(SCc2cccc(F)c2)c2ccccc21)c1cccc(C(F)(F)F)c1	-0.7	11	6	9	-4	6	.	1.5%	.
CC(C)CC(=O)NCCCCc1ccccc1	-0.4	2	2	1	2	5	-8	-5.3%	2
COc1cc(Oc2nc(C(F)(F)F)nc3ccccc23)ccc1C=O	-0.8	-9	-17	3	-6	-9	19	0.0%	-7
CCN(CC)CCNc1ccc(CO)c2sc3ccccc3c(=O)c12	0.6	27	8	2	1	12	14	0.2%	-36
CCN(CC)C(=O)Cn1c(=O)n(Cc2ccc(C(=O)NCc3ccc(C)cc3)cc2)c(=O)c2ccccc21	-0.6	-25	-4	5	-2	5	.	1.1%	.
COc1cccc(CN2CCN(C(=O)CCc3nnc(C4CCCCC4)o3)CC2=O)c1	-0.2	11	12	1	7	9	-1	-2.1%	2
N#C/C(=C\c1cccnc1)C(=O)Nc1ccccc1	1.3	-3	3	2	3	10	-2	4.1%	-3
COC(=O)C1=C(C)N(C)C(=O)NC1c1cc2c(cc1Br)OCO2 (stereo not drawn)	0.9	-14	-7	2	-3	1	-10	1.7%	-1
CCOC(=O)c1oc2ccccc2c1COC(=O)CNC(=O)c1cccc(C)c1	1.1	5	0	0	9	5	10	-0.4%	-7
CCOC(=O)/C(C#N)=C/c1c(N2CCN(c3ccccc3)CC2)nc2ccccn2c1=O	-0.9	-17	-2	1	-8	1	19	1.9%	-1
COC(=O)CSc1nnc2n(-c3ccccc3)c(=O)c3c4c(sc3n12)COC(C(C)C)C4 (stereo not drawn)	-2.0	-25	2	1	0	12	.	0.3%	.
CCOc1ccc(NC2=C(OC)C(=O)c3ccccc3C2=O)cc1	-1.6	-33*	-1	0	-2	-4	3	-0.1%	-10
CCOc1cccc(C=Nc2cc(C)cc(C)c2O)c1O	-0.3	-1	3	3	4	-4	-5	-1.9%	.
CCOC(=O)C1=C(C)N(Cc2ccc(C(=O)O)cc2)C(=O)NC1c1ccc([N+](=O)[O-])cc1 (stereo not drawn)	0.6	-4	3	-3	-3	0	-13	1.2%	.
Cc1cc(=O)c(C(=O)O)nn1-c1ccccc1	1.3	-8	11	3	2	18	-7	0.4%	-7
CC[C@@H](C)CN1C(=O)N[C@@H](CCc2ccccc2)C(C(C)=O)=C1C	0.7	15	-2	1	0	-9	-3	0.0%	.
CCOC(=O)Cn1cnc2onc(-c3ccc(F)cc3)c2c1=O	-1.1	-22	25	20	-5	-2	.	1.9%	.
Cc1cc(C(=O)N/N=C/c2ccc(C)o2)c2ccccc2n1	-2.4	-15	8	4	-2	-6	3	-0.4%	.
Cc1cc(-c2ccc(C)c(S(=O)(=O)NCC3CCN(Cc4cccc(F)c4)CC3)c2)on1	0.2	-23	-3	15	-8	29	-34	3.0%	-31
(continued)
SMILES	D2 agonist	D1 antagonist	TRHR enhancer	D1 agonist	D1 potentiator	D2 PAM	D2 antag	RXFP1 ag	RXFP1 antag
Cc1ccc(S(=O)(=O)N(C)C)cc1NC(=O)CSc1ncc(C(F)(F)F)cc1Cl	0.8	3	-11	7	-2	-39	37*	0.1%	.
O=C(CSc1nnnn1C1CC1)N1CCN(c2ccc(O)cc2)CC1	0.1	1	-6	2	-6	-10	-21	-2.3%	3
C=CCN1C=C2C(=O)C(C)(OC(=O)C3CCCC3)C(=O)C=C2C=C1c1ccsc1 (stereo not drawn)	0.2	26	0	2	1	2	4	0.3%	.
COCCOC(=O)C1=C(C)Nc2nc(C)nn2C1c1ccc(F)cc1 (stereo not drawn)	-2.3	-29	-7	-1	1	8	-13	-4.8%	-22&-3
Cc1ccc(Nc2cnn(C34CC5CC(CC(CC(=O)O)(C5)C3)C4)c(=O)c2Cl)c(Cl)c1	0.0	5	3	1	-10	-2	3	11%	12
Cc1ccccc1Nc1nn2c(=O)c3ccc(C(=O)NCCc4ccc(Cl)cc4)cc3nc2s1	0.7	-2	1	0	-2	-2	.	21%	.
COc1ccc(C(=O)COC(=O)c2cnc(C)cn2)cc1OC	-1.0	8	1	1	-1	-5	-20	0.4%	13
Cc1cccc(NC(=O)CCN2CCC(C)CC2)c1	1.2	-15	-6	0	-3	5	-11	1.1%	-1
Cc1cc(C(=O)COc2cccnc2[N+](=O)[O-])c(C)n1Cc1cccs1	-0.3	-18	3	5	4	0	-5	0.4%	-37
CCc1cccc(N2C(=O)CSC23C(=O)Nc2ccccc23)c1 (stereo not drawn)	-0.6	-10	-4	1	-2	-4	.	0.8%	.
CCOc1cc(/C=N/Nc2ccc(C(=O)O)cc2)ccc1OC(=O)c1ccccc1C	-0.6	4	-2	15	-5	-7	6	5.8%	-29
Cc1ccc(S(=O)(=O)N(Cc2cc3ccccc3[nH]c2=O)CC2CCCO2)cc1 (stereo not drawn)	0.9	0	6	0	5	-10	6	-2.3%	-15
COc1ccccc1/C=C/c1nc(C#N)c(N(C)C)o1	0.7&1.0	-3&-5	-4&-4	4&2	-5&0	-5&-14	0	26%&14%	15&0
Cc1nc(C(=O)N(C)C)nn1-c1ccc(Cl)cc1Cl	1.4	11	11	0	-5	-7	-10	-0.8%	-1
Cc1cc(SCC(=O)Nc2ccc(Cl)cc2)nc2ccccc12	-1.8	3	1	6	0	0	.	5.8%	-16

High-throughput results from PubChem BioAssay.

This is a subset, so the mix of outcomes need not match the whole.
